miR122 inh = inhibitors of miR-122 in Huh7 cells. Huh7 miR-122 Renilla luciferase sensor, 48 h; neutral wells = 0, positive control = 100. activation (reporter increase), % at 12.5 µM. actives 0.3% (n = 340,000);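 active = mean replicate activation score at least 90 and every replicate individually at or above 90; inconclusive = only one of the two criteria met; inactive = neither criterion met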;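 also: higher luciferase means less miR-122 activity so hits act as miR-122 inhibitors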
DENV2 CPE rescue = inhibitors of DENV2 cytopathic effect; DENV2-infected cells, cytopathic effect rescue, plate reader; CPE inhibition, % at 9.99 µM; actives 1.7% (n = 350,000); AID 651640; in the data active = CPE inhibition above about 20%, passing the limit was not always enough; inconclusive = no clear call, values can overlap the other calls; tested in BHK-21 cells;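 also: 0% = median of neutral control wells and 100% = median of positive control wells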
CFTR F508del cor = CFTR F508del correction in bronchial cells. CFBE cells, YFP halide quenching; stimulated with forskolin plus potentiator P3; % fluorescence drop versus neutral controls. activity (quench increase), % at 7.58 µM. actives 0.36% (n = 350,000);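 active = mean added fluorescence quench of at least 8% versus neutral control, with both replicates also reaching 8%; inconclusive = only one of the mean or replicate conditions met; inactive = mean below 8% and not both replicates reaching 8%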;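 also: cells transiently co-express mutant CFTR-F508del with the halide-sensitive YFP; corrector assay measuring rescue of mutant channel to the surface after 24 h compound exposure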
Numbers without * were called inactive; u = inconclusive; x = not tested or not shown; & = joins results of further samples; [ ] = remark or other dose. The list is partial; rates above refer to the full screens.

smiles	miR122 inh	DENV2 CPE rescue	CFTR F508del cor
C[C@H](CO)N1C[C@H](C)[C@H](CN(C)S(=O)(=O)c2ccc(F)cc2)Oc2ncc(-c3ccccc3)cc2C1=O	-7[16.7 µM]	x	2.3
O=C(NC1CC1)C1Nc2ccc(OC(F)(F)F)cc2C2C=CCC12 (configuration not stated)	1	x	3.6
C[C@@H]1CN([C@H](C)CO)S(=O)(=O)c2ccc(-c3cccnc3)cc2O[C@H]1CN(C)C(=O)C1CC1	-2[16.7 µM]	x	2.4
O=C(C1CCCC1)N1[C@@H](CO)[C@@H]2c3ccccc3NC[C@@H]21	0[16.7 µM]	x	-1.7
CCCN(C)C[C@@H]1Oc2cc(C3=CCCC3)ccc2S(=O)(=O)N([C@H](C)CO)C[C@@H]1C	-7[16.7 µM]	x	-4.1
CNC(=O)C[C@@H]1CC[C@@H]2[C@@H](COc3ccc(NC(=O)C(C)C)cc3C(=O)N2C)O1	23[16.7 µM]	x	-2.7
C[C@@H]1CCCCO[C@@H](CN(C)C)[C@H](C)CN([C@@H](C)CO)C(=O)c2cc(NC(=O)C3CCCCC3)ccc2O1	7[16.7 µM]	x	-0.5
C=CCOC(=O)C1=C[C@@H](c2ccc(C(F)(F)F)cc2)C[C@@H](OCCCCO)O1	0	x	-1.7
CCOC(=O)c1ccc(NC(=S)Nc2ccc(Br)cc2N)cc1	-5	x	3.2
Cc1noc(C)c1NC(=O)N(C)C[C@@H]1OCc2cn(nn2)CCCC(=O)N([C@@H](C)CO)C[C@@H]1C	0[16.7 µM]	x	-0.5
C[C@H](NC(=O)c1[nH]cnc1C(=O)Nc1ccc(Cl)cc1)c1ccccc1	-7	x	3.8
Cc1noc(C)c1NC(=O)Nc1ccc2c(c1)C(=O)N([C@H](C)CO)C[C@H](C)[C@@H](CN(C)C)OCCCC[C@H](C)O2	14[16.7 µM]	x	-3.7
C[C@@H]1CN([C@@H](C)CO)C(=O)c2cc(-c3cccc(F)c3)cnc2O[C@H]1CN(C)Cc1cccc(F)c1	-3[16.7 µM]	x	-0.8
C[C@@H]1CN([C@H](C)CO)S(=O)(=O)c2ccc(Br)cc2O[C@H]1CN(C)C(=O)C1CCC1	-1[16.7 µM]	x	0.7
C/C=C/c1ccc2c(c1)O[C@H](CN(C)CC1CC1)[C@H](C)CN([C@H](C)CO)S2(=O)=O	-6[16.7 µM]	x	2.9
COc1ccc(NC(=O)N(C)C[C@@H]2Oc3c(NC(=O)Nc4ccc(C(F)(F)F)cc4)cccc3C(=O)N([C@@H](C)CO)C[C@H]2C)cc1	-4[16.7 µM]	x	2.6
C[C@@H]1CN([C@H](C)CO)C(=O)c2cccc(NC(=O)c3cnccn3)c2O[C@@H]1CN(C)S(=O)(=O)c1ccccc1	-9[16.7 µM]	x	1.3
COc1cccc(-c2ccc3c(c2)[C@H]2[C@H](CCN2S(=O)(=O)C2=NC(C)C=N2)[C@@H](CO)N3C)c1 (some centres not stated)	-4[16.7 µM]	x	-0.4
COc1ccc(S(=O)(=O)N(C)C[C@@H]2Oc3c(NC(=O)Nc4c(C)noc4C)cccc3C(=O)N([C@@H](C)CO)C[C@@H]2C)cc1	-3[16.7 µM]	x	2.3
COc1ccc(-c2cnc3c(c2)C(=O)N([C@H](C)CO)C[C@@H](C)[C@@H](CN(C)C(=O)C2CC2)O3)cc1	-3[16.7 µM]	x	-0.2
COc1cc(C(=O)O)c2c(c1C)OC(=O)c1c(C)cc(O)c(C=O)c1O2	5	x	-1.9
Cc1ccc(S(=O)(=O)Nc2ccc3c(c2)C(=O)N([C@@H](C)CO)C[C@H](C)[C@@H](CN(C)C(=O)Nc2ccc4c(c2)OCO4)O3)cc1	19[16.7 µM]	x	3.4
CCOC(=O)c1ccc(NC(=O)c2c(N)n(Cc3ccccc3)c(=O)[nH]c2=O)cc1	-5	x	3.3
COc1ccc(-c2cnc3c(c2)C(=O)N([C@H](C)CO)C[C@@H](C)[C@H](CN(C)C(=O)C2CC2)O3)cc1	-2[16.7 µM]	x	3.2
CCCNC(=O)Nc1ccc2c(c1)C(=O)N(C)C[C@H](OC)[C@H](C)CN(CC1CCCC1)[C@H](C)CO2	0[16.7 µM]	x	-2.1

The closing two records of the part before are carried over, then new ones follow.
smiles	miR122 inh	DENV2 CPE rescue	CFTR F508del cor
COc1ccc(-c2cnc3c(c2)C(=O)N([C@H](C)CO)C[C@@H](C)[C@H](CN(C)C(=O)C2CC2)O3)cc1	-2[16.7 µM]	x	3.2
CCCNC(=O)Nc1ccc2c(c1)C(=O)N(C)C[C@H](OC)[C@H](C)CN(CC1CCCC1)[C@H](C)CO2	0[16.7 µM]	x	-2.1
CNC[C@@H]1OCc2cnnn2CCCC(=O)N([C@@H](C)CO)C[C@@H]1C	1[16.7 µM]	x	-2.4
C[C@H]1CN([C@@H](C)CO)C(=O)c2cccc(NC(=O)C3CCOCC3)c2O[C@@H]1CN(C)C(=O)Nc1ccc2c(c1)OCO2	6[16.7 µM]	x	-0.9
C[C@@H]1CCCCO[C@H](CN(C)Cc2ccccc2)[C@@H](C)CN([C@H](C)CO)C(=O)c2cc(N(C)C)ccc2O1	-10[16.7 µM]	x	0.2
CN(C)C(=O)c1ccc(-c2ccc3c(c2)[C@@H]2[C@@H](CCN2C(=O)c2ccc4c(c2)OCO4)[C@@H](CO)N3)cc1	-23[16.7 µM]	x	-1.4
C[C@@H]1CN([C@@H](C)CO)C(=O)c2cc(NC(=O)CCC(F)(F)F)ccc2O[C@@H](C)CCCCO[C@H]1CN(C)C	1[16.7 µM]	x	-3.1
CCCN1C[C@@H](C)[C@@H](OC)CN(C)C(=O)c2cc(NS(C)(=O)=O)ccc2OC[C@@H]1C	11[16.7 µM]	x	3.6
C[C@@H]1CN([C@H](C)CO)C(=O)CCCn2nncc2CO[C@@H]1CN(C)Cc1ccc2cccnc2c1	2[16.7 µM]	x	-4.0
C[C@@H]1CN([C@H](C)CO)S(=O)(=O)c2ccc(-c3ccncc3)cc2O[C@H]1CN(C)Cc1ccncc1	3[16.7 µM]	x	2.8
NC(=O)CCn1c(C(=O)c2ccc(Cl)cc2)c2ccccc2[n+]1[O-]	9	x	0.2
COC(=O)C1=C(C)NC(C)=C(C(=O)OC)C1c1ccc(-c2cccc(Cl)c2Cl)o1	31	x	-1.6
COP1(=O)C[C@@H](O)[C@@H](O)[C@@H](COCc2ccccc2)O1 (some centres not stated)	-15	x	3.8
C[C@H](NC(=O)C[C@H]1CC[C@@H]2[C@H](COc3ccc(NS(=O)(=O)c4ccc(Cl)cc4)cc3C(=O)N2C)O1)c1ccccc1	-17[16.7 µM]	x	1.0
CCC(=O)N1C[C@@H](C)[C@@H](OC)CN(C)C(=O)c2cc(NC(=O)c3cc(C)on3)ccc2OC[C@@H]1C	10[16.7 µM]	x	3.0
Cc1noc(C)c1S(=O)(=O)N(C)C[C@H]1Oc2ccc(NC(=O)Nc3ccccc3)cc2CC(=O)N([C@@H](C)CO)C[C@H]1C	0[16.7 µM]	x	1.1
C[C@H](CO)N1C[C@H](C)[C@@H](CN(C)Cc2ccc(C(F)(F)F)cc2)Oc2ccc(N(C)C)cc2C1=O	98*[16.7 µM]	x	-0.3
C[C@H](CO)N1C[C@H](C)[C@H](CN(C)C(=O)c2ccccc2)OCc2cn(nn2)CCCC1=O	8[16.7 µM]	x	-3.5
O=C(c1cnccn1)N1CC[C@H]2[C@H](CO)Nc3ccc(-c4ccccc4F)cc3[C@H]21	7[16.7 µM]	x	0.4
O=C(Cc1ccccc1)N1C[C@@H]2[C@H](c3ccccc31)[C@@H](CO)N2C(=O)C1CCCC1	5[16.7 µM]	x	-0.6
CNC(=O)C[C@@H]1CC[C@@H]2[C@H](COc3ccc(NC(=O)c4ccc(F)cc4)cc3C(=O)N2C)O1	-2[16.7 µM]	x	1.4
CCCNC(=O)Nc1ccc2c(c1)C(=O)N(C)C[C@H](OC)[C@@H](C)CN(CCC(F)(F)F)[C@@H](C)CO2	-10[16.7 µM]	x	2.0
CO[C@@H]1CN(C)C(=O)c2cc(NC(=O)c3ccccc3)ccc2OC[C@H](C)N(CC2CC2)C[C@H]1C	-3[16.7 µM]	x	-2.0
CN(C)C(=O)c1cccc(-c2ccc(C3[C@@H]4CN(C(=O)c5cnccn5)C[C@H]3N4)cc2)c1 (some centres not stated)	x	1&-8	-1.3&1.0
COc1ccc2c3c(n(C)c2c1)[C@H](CO)N(C(C)=O)CC31CCN(C(=O)C2CCOCC2)CC1	x	u	-2.0
O=C(Nc1ccc(C(F)(F)F)cc1)N1C[C@@H]2N[C@H](C1)C2c1ccc(-c2cccnc2)cc1 (some centres not stated)	x	u	-1.4&-2.5
O=C(Nc1cc(F)ccc1F)N1CC(=O)N2[C@H](CO)[C@H](c3ccc(C#CC4CCCC4)cc3)[C@H]2C1	x	3	-1.4

Shown with values under each structure: part of the list above.
Order of results: miR122 inh, DENV2 CPE rescue, CFTR F508del cor
- COC(=O)C1=C(C)NC(C)=C(C(=O)OC)C1c1ccc(-c2cccc(Cl)c2Cl)o1
  31, x, -1.6
- COP1(=O)C[C@@H](O)[C@@H](O)[C@@H](COCc2ccccc2)O1 (some centres not stated)
  -15, x, 3.8

Marked active in miR122 inh, of those listed so far:
smiles	miR122 inh	DENV2 CPE rescue	CFTR F508del cor
C[C@H](CO)N1C[C@H](C)[C@@H](CN(C)Cc2ccc(C(F)(F)F)cc2)Oc2ccc(N(C)C)cc2C1=O	98*[16.7 µM]	x	-0.3

Further compounds follow.
smiles	miR122 inh	DENV2 CPE rescue	CFTR F508del cor
COc1ccc2c3c(n(C)c2c1)[C@H](CO)N(C(=O)CC1CC1)CC31CCN(Cc2nccs2)CC1	x	-6	3.7
C[C@@H]1CN([C@@H](C)CO)C(=O)Cc2cc(NC(=O)Cc3ccccc3)ccc2O[C@H]1CN(C)Cc1ccc(C(=O)Nc2ccccc2N)cc1	x	13	1.0
CCCC(=O)N1CC2(CCN(Cc3cccnc3)CC2)c2c([nH]c3cc(OC)ccc23)[C@H]1CO	x	18	2.2
CCCC(=O)N1CC2(CCN(Cc3cccnc3)CC2)c2c([nH]c3cc(OC)ccc23)[C@@H]1CO	x	4	0.1
COc1ccc2c3c([nH]c2c1)[C@H](CO)N(Cc1cccc(Cl)c1)CC31CCN(C(C)=O)CC1	x	11	-0.6
COc1cccc(CN2C[C@@H]3N[C@H](C2)C3c2ccc(-c3ccccc3C)cc2)c1 (some centres not stated)	x	-16&-24	-0.7&1.1
COc1ccc2c3c(n(C)c2c1)[C@@H](CO)N(C(=O)Nc1ccccc1F)CC31CCN(C(=O)c2ccccc2)CC1	x	-1	1.9
CCC(=O)N1CCC2(CC1)CN(Cc1ccc3c(c1)OCO3)[C@H](CO)c1c2c2ccc(OC)cc2n1C	x	19	-1.0
COc1ccc2c3c(n(C)c2c1)[C@H](CO)N(C(=O)Cc1ccccn1)CC31CCN(CC2CCOCC2)CC1	x	7	-2.0
COc1ccc2c3c([nH]c2c1)[C@@H](CO)N(CC1CC1)CC31CN(C(=O)c2cccc(F)c2)C1	x	4	0.3
COc1ccc2c3c([nH]c2c1)[C@H](CO)N(C(=O)c1ccncc1)CC31CN(C(=O)NC(C)C)C1	x	u	-0.1
CCCC(=O)N1CC2(CCN(CC3CCCC3)CC2)c2c([nH]c3cc(OC)ccc23)[C@H]1CO	x	-1	0.3
COCC(=O)N1CC2(CN(C(=O)NC(C)C)C2)c2c(n(C)c3cc(OC)ccc23)[C@H]1CO	x	17	-1.0
COc1ccc2c3c(n(C)c2c1)[C@@H](CO)N(Cc1ccccc1)CC31CCN(CC2CC2)CC1	x	4	0.0
COc1ccc2c3c(n(C)c2c1)[C@@H](CO)N(C)CC31CN(S(C)(=O)=O)C1	x	1	0.9
COc1ccc2c3c([nH]c2c1)[C@H](CO)N(C(=O)c1cccc(F)c1)CC31CN(S(=O)(=O)c2cccs2)C1	x	u	0.3
COc1ccc2c3c(n(C)c2c1)[C@@H](CO)N(C(=O)Nc1cccc(F)c1)CC31CCN(C)CC1	x	u	1.0
COc1cc(CN2C[C@@H]3N[C@H](C2)C3c2ccc(-c3ccc(C#N)cc3)cc2)cc(OC)c1 (some centres not stated)	x	-5&-21	3.9&-1.9
CCC(=O)N1CCC2(CC1)CN(C(=O)Nc1ccccc1F)[C@H](CO)c1c2c2ccc(OC)cc2n1C	x	-6	-2.0
COCC(=O)N1CC2(C1)CN(C(=O)Cc1ccccc1)[C@H](CO)c1c2c2ccc(OC)cc2n1C	x	-11	0.0
CCCC(=O)N1CCC2(CC1)CN[C@H](CO)c1c2c2ccc(OC)cc2n1C	x	-8	3.1
COCC(=O)N1CCC2(CC1)CN(Cc1cccc(Cl)c1)[C@@H](CO)c1[nH]c3cc(OC)ccc3c12	x	6	1.6
CCC(=O)N1CC2(CN(C(=O)c3cccnc3)C2)c2c([nH]c3cc(OC)ccc23)[C@@H]1CO	x	-1	-1.2
COc1ccc2c3c([nH]c2c1)[C@@H](CO)N(C(=O)NC(C)C)CC31CCN(Cc2ccccc2)CC1	x	-29	-2.4
CCCC(=O)N1CC2(CCN(C(=O)Nc3cccc(F)c3)CC2)c2c(n(C)c3cc(OC)ccc23)[C@@H]1CO	x	13	-0.5
